# Screens (PubChem)
# DT40 TDP1 CPT – DT40-hTDP1 cell growth loss with CPT. chicken DT40 Tdp1-/-;hTDP1 cells + 20 nM CPT, ATP luminescence, 48 h. 420,000 compounds, 12% hits. Potency, µM (series often up to 46.2 µM), for the others: at the highest dose activity change, negative = growth inhibition, actives largely listed as inhibitors. AID 686979; also: nearly all actives have a fitted effect of over 55% in size
#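 Cell growth measured by CellTiter-Glo luminescence after a minimum 48 h, 37 C compound exposure with 20 nM CPT in Tdp1-knockout DT40 cells stably expressing hTDP1, seeded 400/well; qHTS titration format.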
# N370S GC mod – inhibitors or activators of N370S glucocerebrosidase for Gaucher disease; N370S GC spleen homogenate, 4MU-glucoside fluorescence; Potency, µM (titrated, usually from 59.4 µM), inactives show at the top dose activity change, negative = inhibition, usual class: inhibitors; 330,000 compounds, 0.092% hits;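 also: 0% = full enzyme activity and -100% = no enzyme basal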
# FEN1 inhibitor – inhibitors of human flap endonuclease 1; P39748; Recombinant FEN1 flap cleavage, fluorescence, 15 min; Potency, µM (top dose mostly 114 µM), for the others: top-dose activity change, negative = inhibition, most hits filed as inhibitors; 390,000 compounds, 0.35% hits; also: nearly all actives have a fitted effect of over 65% in size
# Target sequence (P39748 whole entry, looked up): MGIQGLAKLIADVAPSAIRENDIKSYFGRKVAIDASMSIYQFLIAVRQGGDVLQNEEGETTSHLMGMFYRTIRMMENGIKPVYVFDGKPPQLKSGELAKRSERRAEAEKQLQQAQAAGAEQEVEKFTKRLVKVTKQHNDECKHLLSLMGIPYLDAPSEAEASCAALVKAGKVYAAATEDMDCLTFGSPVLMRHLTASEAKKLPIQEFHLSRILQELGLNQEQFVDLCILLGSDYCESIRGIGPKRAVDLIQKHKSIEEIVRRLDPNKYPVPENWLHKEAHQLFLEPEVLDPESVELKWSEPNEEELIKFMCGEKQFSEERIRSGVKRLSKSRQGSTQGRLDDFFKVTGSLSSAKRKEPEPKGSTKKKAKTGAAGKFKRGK
#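 Nuclease activity of 10 nM FEN1 was measured after 15 min of room-temperature exposure to titrated compounds, by adding 50 nM flap substrate and reading plates at 0 and 15 min.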
# * marks the source's active call; other numbers are inactive results; ? = inconclusive; nt = no result given; & = joins results of further samples; [ ] = dose if it differs, or a comment. Calls follow the shape of the dose curve; as a rule, active = well fitted curve in the direction sought with a large enough effect; inconclusive = small, poorly fitted or top-dose-only effect, or another doubt; inactive = no such curve, though single readings can be large; an effect the other way counts as inactive or inconclusive. Unless noted, % is scaled to controls: 0 for no effect and ±100 for the full control effect; potency is read from the fitted curve at half-maximal effect. This is a subset; the hit share may differ from the screen's.
# The line under a structure holds: DT40 TDP1 CPT | N370S GC mod | FEN1 inhibitor
- CSc1nc(C)nc(C2CC2)c1C#N
    3% | -14% | -10%
- CC1=CCC2C(=O)N(c3cccc(C(=O)N(C)C4CCCCC4)c3)C(=O)C2C1 (stereo unspecified)
    -29% | 1% | 0%
- O=C(/C=C/c1ccco1)NCc1ccco1
    -3% | 6% | -4%
- O=C(NCCCN1CCOCC1)c1ccc(CS(=O)(=O)Cc2ccc(Cl)cc2)o1
    -1% | 1% | -17%
- COc1ccc(S(=O)(=O)N2CCC3(CC2)OCCN3S(=O)(=O)c2ccc(OC)cc2)cc1
    ? | -4% | -3%
- Cc1cc(C)cc(NC(=S)Nc2ccc(Cl)c(Cl)c2)c1
    ? | -9% | 2%
- CC(=O)NCc1ccc(S(=O)(=O)N2CCCN(C)CC2)cc1
    ? | -4% | -5%
- C/C(=C\c1cc(C(=O)O)c(C)o1)CO
    -11% | 20% | -3%
- COc1ccc(NC(=O)C2CCCN(c3cc(C)nc4ncnn34)C2)cc1 (stereo unspecified)
    0% | -7% | 0%
- CC1=C(C(N)=O)C(c2cccnc2)n2nc(-c3cccc(Cl)c3)nc2N1 (stereo unspecified)
    -17% | -27% | -1%
- COc1ccccc1C(=O)N(Cc1ccco1)Cc1ccccc1F
    ? | nt | -16%
- O=C(N/N=C/c1c[nH]c2ccccc12)c1sc2ccccc2c1Cl
    -3% | 19% | -22%
- Cc1csc(N/N=C/c2ccc(O)c([N+](=O)[O-])c2)n1
    18µM* | -15% | 79µM*
- CC1CN(CCCCOc2ccc(C(C)C)cc2)CC(C)O1 (stereo unspecified)
    ? | nt | 11%
- CC(C)CC(OC(=O)c1cccs1)C(=O)NCC1CCCO1 (stereo unspecified)
    -7% | 7% | -2%
- CS/C(=N\S(=O)(=O)c1cccs1)Nc1cccc(Cl)c1C
    15µM* | 7% | 11%
- COc1ccccc1N1CCN(C(=O)c2cnc(N3CCOCC3)c3ccccc23)CC1
    ? | nt | -6%
- COc1ccc(-c2ncncc2-c2ccccc2)c(O)c1
    ? | -1% | 0%
- COc1ccc(CNC(=O)CSc2n[nH]c(-c3ccc(F)cc3)n2)cc1
    -26% | nt | 14%
- COc1ccccc1CSc1ncc(-c2ccc([N+](=O)[O-])cc2)[nH]1
    ? | -12% | 8%
- COc1ccc(CC(=O)c2ccccc2C(=O)O)cc1
    -23% | -6% | 4%
- O=C(COC(=O)Cc1ccc(Cl)cc1)Nc1ccc2[nH]c(=O)[nH]c2c1
    -5% | 15% | -7%
- CN(c1ccccc1)S(=O)(=O)c1cccc(NC(=O)c2ccc(=O)[nH]c2)c1
    ? | nt | 15%
- COc1ccc(S(=O)(=O)N2CCC(C(=O)NCCCN3CCOCC3)CC2)cc1
    -1% | -8% | -3%
- CCn1c(O)c(C=Nc2ccccc2)sc1=O
    -7% | -1% | -2%
- COc1cc(C(=O)OCC(=O)NCCCc2ccccc2)ccc1OCC(C)C
    -10% | -10% | -3%
- CC1(C)C(C=C(Cl)Cl)C1C(=O)N/N=C/c1ccccc1F (stereo unspecified)
    ? | ? | 5%
- O=S(=O)(c1ccc(F)cc1)n1ccc(-c2cccc(OCc3c(F)cccc3Cl)c2)n1
    -3% | 0% | -4%
- CCc1ccc(C2C(C#N)=C(N)N(N3CCOCC3)C3=C2C(=O)CC(C)(C)C3)s1 (stereo unspecified)
    ? | 23% | 1%
- Nc1nc(N)c(Br)c(Nc2ccc(Cl)c(Cl)c2)n1
    ? | nt | 12%

# Compound profiles, from the list above. Order of values: DT40 TDP1 CPT, N370S GC mod, FEN1 inhibitor
# `COc1ccc(CNC(=O)CSc2n[nH]c(-c3ccc(F)cc3)n2)cc1` as listed: -26%, nt, 14%
# `CCn1c(O)c(C=Nc2ccccc2)sc1=O` as listed: -7%, -1%, -2%
# `O=C(COC(=O)Cc1ccc(Cl)cc1)Nc1ccc2[nH]c(=O)[nH]c2c1` as listed: -5%, 15%, -7%

# Reformatted as labelled records: part of the list above
COc1ccccc1N1CCN(C(=O)c2cnc(N3CCOCC3)c3ccccc23)CC1
- DT40 TDP1 CPT = ?
- N370S GC mod = nt
- FEN1 inhibitor = -6%
COc1ccc(-c2ncncc2-c2ccccc2)c(O)c1
- DT40 TDP1 CPT = ?
- N370S GC mod = -1%
- FEN1 inhibitor = 0%

# Additional records:
# The line under a structure holds: DT40 TDP1 CPT | N370S GC mod | FEN1 inhibitor
- Cn1cc(Cl)c(C(=O)N2CCN(c3ncccn3)CC2)n1
    1% | -3% | 0%
- O=C(NCc1ccccc1)c1ccc(NC(=O)C2CC2)cc1
    1% | nt | -12%
- COc1ccc(NC(=O)COC(=O)Cc2ccccc2[N+](=O)[O-])cc1OC
    ? | 6% | 4%
- CCN(CC)CCCNC(=O)c1cc(-c2ccccc2)c(N2CCCCC2)s1
    ? | -11% | -18%
- Oc1ccccc1C1C=C(c2ccc3c(c2)OCO3)NC(c2cccc(Cl)c2)N1 (stereo unspecified)
    ? | nt | -18%
- CC1CCC(C(C)C)C(OC(=O)COC(=O)c2cccn2C)C1 (stereo unspecified)
    1% | 6% | -1%
- CCn1c(CNC(=O)c2cccs2)n[nH]c1=S
    15% | 12% | 4%
- O=C(/C=C\c1ccc2c(c1)OCO2)NC1CC(=O)N(c2cccc(F)c2)C1 (stereo unspecified)
    ? | nt | 15%
- CCOC(=O)N1CCN(C(=O)COc2ccc(S(=O)(=O)NC(C)C)cc2)CC1
    9% | 15% | 15%
- Cc1cccc(C(=O)NCC(=O)N(C)CC(=O)Nc2ccc(N3CCOCC3)cc2)c1
    -1% | -7% | 8%
- CCc1ccccc1Nc1nn2c(=O)c3ccc(C(=O)NC4CCC(C)CC4)cc3nc2s1 (stereo unspecified)
    ? | nt | -3%
- CCOc1ccc(CCNC(=O)CN2C(=O)NC3(CCCC3)C2=O)cc1OCC
    3% | -1% | 1%
- CCC(C)N(C)C1CCN(C(=S)Nc2ccc(OC)cc2)CC1 (stereo unspecified)
    -7% | 9% | 2%
- COc1cccc(CNS(=O)(=O)c2ccc3c(c2)CC(C)N3C(=O)C2CCC2)c1 (stereo unspecified)
    7.3µM* | -10% | -8%&-17%
- FC(F)(F)c1cc(-c2ccc(Cl)cc2)nc2ncnn12
    -12% | nt | 10%
- CCOC(=O)CC(=O)CSc1nc(N)c(C#N)c(-c2ccc(Cl)cc2)c1C#N
    -14% | 4% | -10%
- O=[N+]([O-])c1ccc(Oc2cnc3ccccc3n2)cc1
    0% | 2% | -2%
- COc1ccccc1CN1CCCC2(CCN(C(=O)c3cccc(F)c3)CC2)C1
    -6% | -5% | nt
- CCN(CC)C(=O)Cn1cc(C(=O)C(=O)N(CC)C2CCCCC2)c2ccccc21
    ? | -5% | 16%
- COc1cc(CN2CCNC(=O)C2CC(=O)NCCCN2CCOCC2)cc(OC)c1 (stereo unspecified)
    5% | -6% | 16%
- CCCc1nc2ccccc2n1C(=S)SC
    -23% | 11% | -3%
- Cc1nn(C(=O)c2ccccc2)c(C)c1S(=O)(=O)N1CCCCCC1
    -13% | nt | -10%
- Cc1ccc(CNS(=O)(=O)c2ccc(C(F)(F)F)cc2)n1C
    -1% | 4% | -12%
- CC(=O)c1cc(C(=O)Nc2cccc(C)c2)c2ccccn12
    ? | nt | -27%
- COc1cc(C2CC(=O)Nc3c2c(C)nn3-c2nc(C)cc(C)n2)cc(OC)c1O (stereo unspecified)
    -4% | nt | -7%
- Cc1ccc(NC(=O)CSc2ccc(-c3ccccn3)nn2)cc1
    ? | 19% | -3%
- C=CCN1C(c2ccccc2)=CS/C1=C(\C#N)c1nnc2n1CCCCC2
    ? | 0% | -15%
- CC1CCc2c(sc(NC(=O)c3cccn3C)c2C(N)=O)C1 (stereo unspecified)
    -25% | nt | 12%
- COc1ccc(CN2C(=O)c3cccnc3C2=O)cc1S(=O)(=O)NCc1ccccc1
    1% | -7% | 21%
- COc1cc2c(cc1NC(=O)C(F)(F)F)-c1ccc(NC(=O)C(F)(F)F)cc1C2
    -18% | nt | -1%
- CCOc1ccc(NC(=O)Cn2cc(S(=O)(=O)c3ccc(C)cc3)c(=O)c3cc(F)ccc32)cc1
    -1% | nt | -1%
- CCOC(=O)/C(C#N)=C/c1ccc(OC(=O)c2ccco2)c(OCC)c1
    7% | -13% | -1%
- Cc1ccccc1NC(=O)c1cc(N)ccc1N1CCCCC1
    ? | -1% | 1%
- Cn1c(=O)cc(SCC(=O)N2CCCC2)c2cc(Cl)ccc21
    -6% | -1% | -18%
- CC(C)C(NC(=O)OCc1ccccc1)C(=O)OCC(=O)N1C(C)CCCC1C (stereo unspecified)
    -26% | -1% | 24%
- Cn1c(=O)c(C(=O)NC2CCCCCC2)c(O)c2ccccc21
    -6% | 0% | -5%
- CC(C)(C)c1ccc(C(=O)NCC(=O)N2CCNC(=O)C2)cc1
    -11% | 0% | -13%
- CC1(C)C(=O)C2C[C@]3(O)C4=CC(=O)OC(c5ccoc5)[C@]4(C)CCC3[C@](C)(C2=O)C1CC(=O)O (stereo partly specified)
    -1% | 12% | nt
- CCOc1c2ccc(C(=O)NCc3ccco3)cc2nn1CCOC
    -2% | -3% | 15%
- O=C(CSc1ncn[nH]1)Nc1c(F)cc(F)cc1Br
    34%[activator] | 0% | 3%
- CCCCN1C(=O)/C(=C2/Sc3ccc(OC)cc3N2CC)SC1=S
    14% | 3% | 4%
- COc1ccc([C@@]2(O)c3c(ccc(CC=C(C)C)c3O)NC(=O)[C@@H]2OC)cc1
    -16% | -13% | 1%
- CC(=O)Nc1ccc(NC(=O)c2ccc(NC(=O)c3ccccc3)cc2)cc1
    11% | -18% | -3%
- Cc1cccc(CNS(=O)(=O)c2ccc(-c3cnc(C4CC4)o3)cc2)c1
    16µM* | -20% | ?
- O=C(Nc1ccccn1)c1cccc(S(=O)(=O)N2CCCC2)c1
    11% | 3% | 10%
- Cc1ccc2cc(/C=N/NC(=O)[C@@H]3CCCN3)c(Cl)nc2c1
    ? | -7% | -21%
- Cc1ccc(O)c(NC(=S)NC(=O)/C=C/c2ccco2)c1
    7.3µM* | -20% | -1%
- CC(=O)Nc1ccc(C(=O)Nc2nnc(CCc3ccccc3)s2)cc1
    -11% | -5% | 4%
- O=C1OCCN1C(=O)[C@H]1[C@H](c2ccc([N+](=O)[O-])cc2)C(c2cccc(Cl)c2)=NN1c1ccccc1
    2% | -13%&9% | -16%
- Cc1ccc(C(=O)Nc2cccc3cccnc23)cc1C
    ? | 6% | -4%
- Cc1ccc(S(=O)(=O)NCC(=O)OCc2cc(=O)oc3cc(C)ccc23)cc1
    5% | nt | 7%
- O=C(c1ccco1)N1CCN(C(=O)c2cn(-c3ccccc3)nc2-c2ccc(F)cc2)CC1
    ? | -9% | 1%
- ON=C1CCCC2CCCCC12 (stereo unspecified)
    24% | nt | -11%
- Cc1ccccc1NC(=O)c1cc([N+](=O)[O-])ccc1NCCN1C(=O)CCC1=O
    2% | -16% | 3%
- COc1ccc(OC)c(/C(O)=C/C(=O)C(=O)Nc2ccccc2OC)c1
    ? | -4% | ?
- O=C(CCCCn1c(=O)[nH]c2ccccc2c1=O)NCCc1c[nH]c2ccccc12
    -9% | 2% | -12%
- O=C1CC[C@@H](OCc2ccccc2)CCN1CC[C@H](Sc1ccccc1)c1ccccc1
    16µM* | -1% | -2%&-3%
- O=c1[nH]c(/C=C/c2cccc(Br)c2)nc2ccccc12
    -19% | nt | 7%
- Cc1cccc(C(O)C(O)c2cccc(C)n2)n1 (stereo unspecified)
    -1% | nt | 17%
- COc1ccc(-c2cc(C3CCN(C(=O)OC(C)(C)C)CC3)[nH]n2)cc1
    ? | 4% | -6%

# Going on with the list.
# The line under a structure holds: DT40 TDP1 CPT | N370S GC mod | FEN1 inhibitor
- COc1ccc(C(CNC(=O)c2ccc(S(=O)(=O)N3CC(C)CC(C)C3)cc2)N(C)C)cc1 (stereo unspecified)
    ? | nt | -10%
- CCOC(=O)C1CCCN(C(=O)/C=C/c2ccccc2[N+](=O)[O-])C1 (stereo unspecified)
    -5% | 3% | 0%
- Cc1ccc(-c2nnn(CC(=O)N(c3ccccc3)C(C(=O)NCC3CCCO3)c3ccc(Cl)cc3)n2)cc1 (stereo unspecified)
    -5% | 2% | -7%
- Cc1nn(-c2ccccc2)c(Cl)c1C(=O)Nc1ccccc1
    -23% | 10% | -15%
- Cc1ccc(S(=O)(=O)c2nc(Nc3ccccc3C#N)sc2Cl)cc1
    ? | -3% | 12%
- Cc1onc(-c2ccccc2)c1C(=O)Nc1nc2c(s1)C(=O)CC(C)(C)C2
    -10% | -4% | 4%
- Cn1c(/C(C#N)=C(\O)c2ccc(S(=O)(=O)N3CCCCC3)cc2)nc2ccccc21
    ? | 2% | -19%
- Cc1ccc(NC(=O)C2CCC(CNS(=O)(=O)c3cccs3)CC2)cc1C (stereo unspecified)
    15µM* | nt | 4%
- O=C(NCN1CCN(c2ccccc2)CC1)c1cnccn1
    -15% | -3% | -1%
- O=C(Nc1ccccc1)c1ccccc1CC[N+](=O)[O-]
    9% | 1% | 9%
